Bioassay records (PubChem BioAssay)
AmpC detergent – inhibitors of E. coli AmpC beta-lactamase with detergent; AID 485294; 0.041% of 370,000 active; Potency, µM (top dose mostly 114 µM), inactives show top-dose activity change, negative = inhibition, hits mostly inhibitors; AmpC hydrolysis of nitrocefin, absorbance 480 nm, 0.01% Triton;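 further: potency means the concentration at half of the fitted maximal effect; 0% = no-compound wells and -100% = no-enzyme wells; nearly all actives have a fitted effect of over 25% in size; some results filed as inactive show a strong effect at the top dose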
Target sequence (P00811 whole entry, looked up): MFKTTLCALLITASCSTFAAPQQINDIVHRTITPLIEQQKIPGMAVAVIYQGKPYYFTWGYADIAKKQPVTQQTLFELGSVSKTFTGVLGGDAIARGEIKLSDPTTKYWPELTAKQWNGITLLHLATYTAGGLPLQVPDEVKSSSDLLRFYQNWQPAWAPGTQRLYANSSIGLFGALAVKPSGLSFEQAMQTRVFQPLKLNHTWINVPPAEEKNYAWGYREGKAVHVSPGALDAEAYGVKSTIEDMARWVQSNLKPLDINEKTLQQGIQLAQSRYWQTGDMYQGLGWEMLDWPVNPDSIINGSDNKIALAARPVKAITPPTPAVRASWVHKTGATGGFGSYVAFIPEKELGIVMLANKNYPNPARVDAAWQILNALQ
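AmpC (5.3 nM in the dispensed reagent) in 20 mM phosphate pH 7.0 with 0.01% (detergent screen) or 0.0001% Triton X-100 was preincubated with compounds for 15 min at room temperature. Nitrocefin was then added from an 800 uM solution, and hydrolysis was followed at 480 nm.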
HCMV antiviral – inhibitors of human cytomegalovirus. HFF cells, HCMV-luciferase reporter, 72 h; stronger effect = lower value. activity change, negative = inhibition, % at 57.5 µM. 4.5% of 410,000 active; in the data active means activity change below about -60%; inconclusive means no clear call, values can overlap the other calls; inactive means above about -39%
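Two-dose cell screen: HFF monolayers treated with compounds and infected with luciferase-expressing HCMV at 1 PFU/cell, 72 h at 37C, then lysed for luciferase measurement.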
LmPK inh – blocks Leishmania mexicana pyruvate kinase activity; Q27686; purified LmPK, Kinase-Glo ATP luminescence, 1 h; Potency, µM (doses to about 57.5 µM), without a hit: top-dose activity change, negative = inhibition, most hits filed as inhibitors; 0.37% of 290,000 active; AID 1721; further: potency means the concentration at half of the fitted maximal effect
Target sequence (Q27686 whole entry, looked up): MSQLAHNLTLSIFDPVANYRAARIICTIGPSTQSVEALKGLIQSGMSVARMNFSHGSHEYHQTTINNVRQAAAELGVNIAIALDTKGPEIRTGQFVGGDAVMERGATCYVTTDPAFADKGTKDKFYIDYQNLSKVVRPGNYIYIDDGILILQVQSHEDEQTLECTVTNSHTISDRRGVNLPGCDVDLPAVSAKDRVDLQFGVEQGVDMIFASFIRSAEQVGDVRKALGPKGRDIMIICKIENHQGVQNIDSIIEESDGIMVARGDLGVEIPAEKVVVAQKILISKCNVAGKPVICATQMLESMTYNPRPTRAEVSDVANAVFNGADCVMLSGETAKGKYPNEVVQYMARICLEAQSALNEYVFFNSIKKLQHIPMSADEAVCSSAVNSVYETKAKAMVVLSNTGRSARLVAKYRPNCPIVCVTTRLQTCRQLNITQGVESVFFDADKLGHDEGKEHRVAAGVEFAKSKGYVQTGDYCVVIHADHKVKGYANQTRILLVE
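ATP generated from ADP (0.1 mM) and PEP (0.5 mM) by 0.1 nM LmPK over 1 h at room temperature (pH 7.2 imidazole buffer) was detected by coupled luciferase luminescence. Values were normalized to uninhibited and no-enzyme wells.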
AmpC inh no detg – AmpC beta-lactamase inhibition without detergent. 0.52% of 330,000 active. AmpC nitrocefin hydrolysis, absorbance 480 nm, 0.0001% Triton. Potency, µM (titrated, usually from 57.1 µM), inactives show top-dose activity change, negative = inhibition, hits mostly inhibitors. P00811;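 further: potency means the concentration at half of the fitted maximal effect; plate controls were no compound for no effect and no enzyme for full effect; nearly all actives have a fitted effect of over 20% in size; some results filed as inactive show a strong effect at the top dose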
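AmpC (5.3 nM in the dispensed reagent) in 20 mM phosphate pH 7.0 with 0.01% (detergent screen) or 0.0001% Triton X-100 was preincubated with compounds for 15 min at room temperature. Nitrocefin was then added from an 800 uM solution, and hydrolysis was followed at 480 nm.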
HCV inh – HCV inhibition. Huh7.5.1 HCVcc-Cre infection, luciferase reporter, 44 h. Potency, µM (highest dose often 41.8 µM), for the others: at the top dose activity change, negative = inhibition, actives largely listed as inhibitors. 3.4% of 340,000 active. AID 651820; further: potency means the concentration at half of the fitted maximal effect
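Compounds are dispensed onto cells plated 4 h earlier at 1,000 per well, with HCVcc-Cre virus (about 0.5 moi) added next. Following 44 h of culture, luminescent signal is measured for 15 sec after 15 min with substrate at room temperature.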
AMA1-RON2 inh – AMA1-RON2 (P. falciparum) interaction inhibition | AlphaScreen AMA1-biotinylated RON2 peptide binding | Potency, µM (doses to about 58.2 µM), inactives show at the highest dose activity change, negative = inhibition, actives largely listed as inhibitors | 0.2% of 360,000 active | AID 720542;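 further: potency means the concentration at half of the fitted maximal effect; 0% = vehicle wells and -100% = peptide control; nearly all actives have a fitted effect of over 45% in size; some results filed as inactive show a strong effect at the top dose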
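AMA1 (3D7) with his tag at 25 nM final met compounds first, then biotinylated RON2 peptide at 25 nM; detection used donor plus acceptor beads, 10 µg/mL apiece, read by AlphaScreen after 30 min at room temperature.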
Tb PYK inh – T. brucei pyruvate kinase inhibition; Q57TT1; TbPYK enzyme, Kinase-Glo Plus ATP luminescence, 45 min; Potency, µM (series often up to 76.8 µM), without a hit: at the highest dose activity, negative = inhibition, actives largely listed as inhibitors; 0.12% of 410,000 active; further: potency means the concentration at half of the fitted maximal effect; nearly all actives have a fitted effect of over 50% in size
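Luminescent Kinase-Glo Plus end-point after 45 min room-temperature reaction of T. brucei pyruvate kinase started with 130 uM ADP (final). Buffer TEA 50 mM pH 7.2 with KCl, MgCl2, BSA, Tween-20; titration-based qHTS with fitted concentration-effect curves.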
Starred values were filed as active, the others as inactive; ? = inconclusive; . = no result given; [ ] = another dose, or the depositor's remark. Unless noted, the call rests on the fitted dose curve; in most records, active means well fitted curve in the direction sought with a large enough effect; inconclusive means small, poorly fitted or top-dose-only effect, or another doubt; inactive means no such curve, though single readings can be large; an effect the other way counts as inactive or inconclusive. Unless noted, on the % scale 0 is the no-effect control and ±100 the full control effect. Not a hit list; overall some 7.5% were active at least once.

SMILES | AmpC detergent | HCMV antiviral | LmPK inh | AmpC inh no detg | HCV inh | AMA1-RON2 inh | Tb PYK inh
COc1ccccc1CNC(=O)c1ccccc1OCc1ccc(F)cc1 | ? | -15 | 4% | -5% | ? | 10% | -3%
NS(=O)(=O)c1ccc(CNC(=O)C(Cc2ccccc2)NS(=O)(=O)c2ccccc2F)cc1 (stereo not drawn) | -8% | -5 | 8% | -27% | 0% | -9% | 4%
COc1ccc(S(=O)(=O)c2c(O)c3ccc(C(=O)Nc4ccc(F)cc4)cc3[nH]c2=O)cc1 | -10% | 6 | -1% | -21% | -3% | 0% | -3%
O=[N+]([O-])c1cc(/C=N/n2cnnc2)ccc1N1CCCC1 | ? | 6 | 13% | -11% | 0% | -10% | -8%
O=C(NC(=S)NCCc1ccccc1)c1cccc(Cl)c1 | -1% | -19 | 3% | -48% | 17% | 52%[activator] | -10%
CCOC(=O)N1CCN(C(=O)C2CCC(=O)N(CCc3ccccc3)C2)CC1 (stereo not drawn) | . | 1 | . | . | 23% | 12% | 1%
Cc1cc(-c2cc(C(=O)NCc3ccccc3)on2)nc(NCC2CC2)n1 | -2% | 7 | 6% | -6% | ? | 28% | 1%
CCN(CC)CCOC(=O)c1ccc(NC(=O)c2ccc(Cl)c(S(=O)(=O)N3CCCCCC3)c2)cc1 | -2% | ? | 2% | -38%[11.4 µM] | ? | 4% | -3%
Cn1c(=O)c2sccc2n(Cc2ccccc2)c1=O | -20% | 1 | -3% | -5% | ? | -6% | 2%
CC(=O)c1cccc(NC(=S)NC(=O)c2cncc(Br)c2)c1 | ? | -21 | -6% | -29% | 14% | 59%[activator] | -2%
O=C(NCc1ccccc1)c1ccccc1NC(=O)C1CCCCC1 | 6% | -4 | -6% | -5% | ? | 2% | 2%
Clc1cccc(/C(Cc2nc3ccccc3[nH]2)=N\Nc2ccccc2)c1 | 5% | 109 | -4% | -35% | ? | 19% | -11%
CCN(Cc1ccccc1)C(=S)NC(=O)c1ccccc1Br | -4% | ? | -4% | -24% | -1% | 58%[activator] | -11%
Cc1cc2c(cc1C)C(c1cccc(OC(C)C)c1)CC(=O)N2 (stereo not drawn) | 12% | -39 | . | . | . | . | 4%
Cc1ccc(/C=C(\NC(=O)c2ccccc2)C(=O)N2CCCCC2)cc1 | 2% | -1 | -1% | 5% | 1% | -2% | 7%
COc1ccc2[nH]c3c(c2c1)CC(C)NC3=O (stereo not drawn) | -2% | -75* | -4% | -6% | -27% | 20% | 2%
COc1ccccc1OCCn1c(C)c(C=O)c2ccccc21 | 4% | -12 | 0% | 5% | 0% | -2% | 2%
O=S1(=O)CC(O)C(NCCO)C1 (stereo not drawn) | ? | -10 | -1% | -11% | 6% | 0% | -4%
O=C(Cn1cc2c(n1)CCCCC2)N1CCc2ccccc21 | ? | 71 | 0% | ? | 11% | 7% | -3%
Cc1nnc(N2CCC(C(=O)N3CCCCCC3)CC2)c2nn(-c3ccc(Cl)cc3)c(C)c12 | -2% | 0 | -13% | 84%[activator] | 8.9µM* | -6% | 3%
CCC(=O)Nc1c2c(nn1-c1ccc(F)cc1)CS(=O)(=O)C2 | -5% | 24 | 6% | -44% | 7% | -7% | 17%
COC(=O)C1=C(C)N=C2SC(C)C(=O)N2C1/C=C/c1ccccc1OC (stereo not drawn) | ? | 21 | 0% | -25% | ? | 0% | 9%
COC(=O)c1ccc(NC(=O)Nc2ccccc2C)cc1 | ? | -24 | -14% | -27% | ? | -16% | 3%
COc1ccc(C(=O)COC(=O)Cn2c(C)csc2=O)c(OC)c1 | -11% | 20 | . | ? | -12%[8.37 µM] | 5% | -1%
CC(=O)COc1ccc2cc(-c3ccccc3)c(=O)oc2c1 | ? | 107 | -6% | -24% | -25% | -4% | 2%
CSc1cccc(NC(=O)CN(Cc2ccc(Cl)cc2)S(C)(=O)=O)c1 | 4% | 44 | 9% | -14% | -4% | -3% | 2%
COc1ccc(CN2C(=O)c3cccnc3C2=O)cc1S(=O)(=O)N1CC(C)CC(C)C1 (stereo not drawn) | 0% | 6 | 2% | 58% | 5% | 6% | 1%
CCc1ccc(-c2nc(SCC(=O)NCCOC)c(-c3ccc(C)cc3)[nH]2)cc1 | -4% | -29 | . | . | . | . | -3%
Cc1ccc(-n2c3nc(=O)[nH]c(=O)c-3cc3cc([N+](=O)[O-])ccc32)cc1C | ? | -99* | 3% | -38% | 35µM* | -1% | ?
CCOC(=O)C1(C)CCN1C(=O)c1cccc(Cl)c1 (stereo not drawn) | . | -20 | . | . | . | -2% | 6%
Cc1ccc([C@H]2C[C@H](n3cc(C4CC4)nn3)[C@@H](O)CN2C(=O)c2cccs2)cc1 | . | -19 | . | . | . | 13% | 4%
c1cc(C2N3CCCN2CC3)ccn1 (stereo not drawn) | 5% | 6 | 1% | -17% | 2% | 7% | 2%
O=C1c2ccccc2C(=O)c2c1ccc1c(=O)n(C3CCCCC3)[nH]c21 | ? | ? | -4% | -26% | ? | ? | 0%
CN1CCc2nc(N)c(C#N)c(-c3ccccc3)c2C1 | -3% | 7 | 3% | ? | -9% | 9% | 0%
Cc1ccc(-n2c3c(cc(C(=O)Nc4ccccc4C(N)=O)c2=O)C(=O)CC(C)(C)C3)cc1 | 0% | -11 | . | . | . | . | -10%
O=C(c1ccc(S(=O)(=O)N2CCCCCC2)cc1)N1CCC(CN2C(=O)c3cccc4cccc(c34)C2=O)CC1 | 0% | -26 | 0% | -33% | 10µM* | 0% | 0%
Cc1c(C(=O)NCc2ccc(F)cc2)sc(=O)n1Cc1ccc(C(=O)c2ccccc2)cc1 | . | -11 | . | . | . | -1% | -9%
O=S1(=O)CCOC[C@H](CC2CCCCC2)N1Cc1cccc(C(F)(F)F)c1 | 1% | -37 | 3% | 55% | ? | 11% | 3%
CC(=Nc1ccccc1)C1=C(O)CSC1=O | -10% | -16 | 0% | -34% | 22% | 32%[activator] | -10%
Cc1ccc(S(=O)(=O)N2C3C=CC(C3)C2C(=O)O)cc1 (stereo not drawn) | -12% | ? | 7% | -16% | 8% | -1% | -4%
CCOc1cccc(/C=C/C(=O)O)c1 | 1% | -23 | 0% | -21% | 6% | -9% | 0%
CCN1CCN(Cc2nc3c(c(=O)n(C)c(=O)n3C)n2Cc2cccc3ccccc23)CC1 | -1% | -13 | -4% | 0.16µM* | ? | -2% | -10%
Cc1cnc(NC2=NCCC2)s1 | -4% | ? | 6% | -13% | 18% | 123%[activator] | 3%
O=C(NCc1ccccc1)C1CCN(c2ncnc3c2nc2n3CCCCC2)CC1 | 0% | -11 | . | . | . | . | 5%
O=C1c2ccccc2NC(c2cccc([N+](=O)[O-])c2)N1O (stereo not drawn) | -9% | ? | -4% | -27% | ? | 58%[activator] | -10%
CN(C(=O)c1cccc(NC(=O)Cc2cccc(NC(=O)C3CCCN(C(=O)C4CCC4)C3)c2)c1)C1CC1 (stereo not drawn) | . | 35 | . | . | -9%[8.37 µM] | 4% | -1%
CC(C)C1C(=O)N(Cc2cn(CC3CCCCC3)nn2)CCS(=O)(=O)N1Cc1ccc(-c2ccc(F)cc2)cc1 (stereo not drawn) | . | 4 | . | . | . | 14% | 12%
COc1ccc(CCn2c(C)cc(C(=O)CN3C(=O)C(=O)N(C4CCCC4)C3=O)c2C)cc1OC | 0% | -28 | . | 89%[activator] | 10µM* | -16% | 3%
Cc1cc(C)cc(OCCNC(=O)c2ccc(Br)cc2)c1 | 2% | -10 | -17% | -28% | -9% | 14% | 2%
Cc1ccc(C(=O)Oc2oc(-c3ccco3)nc2C=Nc2ccc(Cl)cc2)cc1 | -1% | 136 | -6% | -21% | 15% | 2% | -24%
COc1ccc(CC(=O)N2CCc3ccccc32)cc1 | 0% | 71 | 1% | -2% | -16% | 6% | 1%
O=C(NC(Cc1c[nH]c2ccccc12)C(=O)O)c1ccc(F)cc1 (stereo not drawn) | 5% | -18 | -2% | -25% | 2% | 1% | 5%
COc1cccc(-c2nnn(CC(=O)N(C3CCCCC3)C3CCS(=O)(=O)C3)n2)c1 (stereo not drawn) | . | 4 | . | . | . | -3% | -8%
C[C@@H]1CN([C@@H](C)CO)C(=O)c2cc(Br)cnc2O[C@H]1CN(C)C(=O)Cc1ccccn1 | . | 16 | . | . | . | -5% | 3%
CCn1c(C(C)C)n[nH]c1=S | ? | -8 | 2% | -24% | 4% | -14% | -29%
O=C(Nc1ccc(S(=O)(=O)Nc2nccs2)cc1)c1ccc(N2C(=O)c3ccccc3C2=O)cc1 | 1% | ? | 2% | ? | 1% | 13% | 6%
CCOc1ncccc1C(=O)N1CCN(S(=O)(=O)c2cccs2)CC1 | -2% | -28 | . | -10% | 1% | -9% | 0%
COc1ccc(C2C3=C(CCCC3=O)NC3=C2C(=O)c2ccccc23)cc1 (stereo not drawn) | -7% | 18 | -1% | -25% | -33% | ? | -8%
O=C(COC(=O)/C=C/c1cccc(Cl)c1)NCCc1ccc(Cl)cc1Cl | -5% | -26 | 0% | -20% | 25% | -6% | 2%
Cc1ccccc1C(=O)N1CCC(C(=O)Nc2ccc(F)cc2)CC1 | ? | 15 | -6% | -2% | 8% | 19% | -11%

Remaining list, next part.
SMILES | AmpC detergent | HCMV antiviral | LmPK inh | AmpC inh no detg | HCV inh | AMA1-RON2 inh | Tb PYK inh
CCCS(=O)(=O)c1nc(S(=O)(=O)c2ccc(C)cc2)c(N2CCCCC2)s1 | . | -28 | . | . | . | -6% | -8%
CCOc1cccc(OCCNC2CCCC2)c1 | -7% | ? | 3% | -9% | -17% | -1% | -13%
Cc1ccc(C(=O)NCC(C)(C)O)cc1 | -8% | 4 | -1% | -13% | 13% | -28% | 0%
CCNS(=O)(=O)c1cc(-c2nnc(Nc3cccc(C(F)(F)F)c3)c3ccccc23)ccc1C | 11% | 34 | . | . | . | . | 3%
Cc1noc(C)c1C(=O)OCC(=O)NC1CCCCC1C (stereo not drawn) | ? | 11 | . | -16% | 28% | 14% | 3%

Fetched by compound from above, 3 records:
SMILES | AmpC detergent | HCMV antiviral | LmPK inh | AmpC inh no detg | HCV inh | AMA1-RON2 inh | Tb PYK inh
CCCS(=O)(=O)c1nc(S(=O)(=O)c2ccc(C)cc2)c(N2CCCCC2)s1 | . | -28 | . | . | . | -6% | -8%
COc1ccc(S(=O)(=O)c2c(O)c3ccc(C(=O)Nc4ccc(F)cc4)cc3[nH]c2=O)cc1 | -10% | 6 | -1% | -21% | -3% | 0% | -3%
CCOc1cccc(/C=C/C(=O)O)c1 | 1% | -23 | 0% | -21% | 6% | -9% | 0%
